Screening results: PubChem, National Center for Advancing Translational Sciences (NCATS)
B2AR arrestin: qHTS assay of beta-arrestin-biased ligands of beta2-adrenergic receptor; Beta-2 adrenergic receptor (Homo sapiens), P07550; beta-arrestin recruitment to beta2AR, cell-based reporter; Potency, µM (titrated, usually from 46.1 µM), for the others: at the highest dose activation, most hits filed as activators; 330,000 tested, 0.02% active; AID 492947, 2010;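 also: potency is read from the fitted curve at half-maximal effect; 0% = DMSO controls and full agonism = EC100 isoproterenol or metaproterenol; nearly all actives have a fitted effect of over 65% in size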
BRCA1 expr act: qHTS Assay to Identify Small Molecule Activators of BRCA1 Expression; Potency, µM (doses to about 46.1 µM), for the others: at the top dose activation, actives largely listed as activators; 380,000 tested, 1.1% active; MCF7-BRCA1-FFLuc reporter, luminescence, 48 h; response scale: scaled: vehicle 0%, 10 µM genistein 100%; also: potency is read from the fitted curve at half-maximal effect; nearly all actives have a fitted effect of over 80% in size; some results filed as inactive show a strong effect at the top dose
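First, MCF7-BRCA1-FFLuc cells (2000/well) attach for 2 h; next, compounds are pin-added and incubated 48 h at 37 °C; finally, luciferase reagent is added and luminescence read after 15 min.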
TRPV1 ag: HTS Assay for Compounds that Act as Agonists of the Vanilloid Receptor 1 | activation, % at 8.33 µM | AID 540275, 2011 | 320,000 tested, 0.19% active | TRPV1-expressing cells, Fluo-8 calcium influx, agonist mode; in the data active = activation above about 80%; inconclusive = between about 30% and that limit; also: 0% is about no effect
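Fluo-8 calcium influx in TRPV1-expressing cells, kinetic read (ex 480/em 520 nm). Compound added and read 3 min for agonist activity, followed by capsaicin at EC20 final and 2 min further read for enhancement.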
ELG1 genotox: qHTS screen for small molecules that induce genotoxicity in human embryonic kidney (HEK293T) cells expressing luciferase-tagged ELG1 | HEK293T ELG1-luciferase reporter, luminescence, 16 h | Potency, µM (series often up to 46 µM), for the others: at the top dose activity change, positive = activation, most hits filed as activators | 330,000 tested, 1.3% active | AID 504466, 2011; also: potency is read from the fitted curve at half-maximal effect; % of control where 0% means no effect; nearly all actives have a fitted effect of over 60% in size
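DMSO vehicle served as control against compound-treated ELG1-luciferase HEK293T cells; exposure lasted 16 hr at 37 °C and 5% CO2, followed by ONE-Glo luminescence detection after 30 min.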
PTAP TSG101 blk: qHTS Assay for Iinhibitors of HIV-1 Budding by Blocking the Interaction of PTAP/TSG101 | Fluorescence polarization, FITC-PTAP peptide / Tsg101 binding | AID 493005, 2010 | Potency, µM (series often up to 115 µM), for inactives: at the top dose activity change, negative = inhibition, hits mostly inhibitors | 340,000 tested, under 10 active | Tumor susceptibility gene 101 protein (Homo sapiens), Q99816; active = well fitted inhibition curve with a large enough effect in the main read-out, with a control signal flat, not every such curve was filed as active; inconclusive = small, poorly fitted or top-dose-only effect, or effect the other way, or a change in a side signal; inactive = no such curve, though single readings can be large or run the other way; also: potency is read from the fitted curve at half-maximal effect; % of control where 0% means no effect
Target sequence (Q99816 whole entry, looked up): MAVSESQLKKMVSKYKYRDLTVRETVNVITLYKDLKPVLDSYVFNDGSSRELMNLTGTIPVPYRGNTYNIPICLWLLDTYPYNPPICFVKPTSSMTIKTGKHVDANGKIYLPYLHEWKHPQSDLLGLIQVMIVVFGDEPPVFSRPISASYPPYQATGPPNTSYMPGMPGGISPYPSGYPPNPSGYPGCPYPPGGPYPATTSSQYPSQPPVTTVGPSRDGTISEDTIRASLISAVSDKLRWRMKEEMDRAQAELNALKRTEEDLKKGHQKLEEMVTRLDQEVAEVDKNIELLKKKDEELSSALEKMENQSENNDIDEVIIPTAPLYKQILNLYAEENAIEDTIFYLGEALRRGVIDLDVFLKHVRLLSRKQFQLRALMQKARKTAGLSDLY
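Tsg101 binding domain (10 uM final) was mixed with compound and a FITC-labeled PTAP peptide (50 nM final) in HEPES pH 7.5 buffer with NaCl, Tween 20, EDTA and TCEP; fluorescence polarization was read after 20 min at r.t.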
p53 reactivation: qHTS assay for re-activators of p53 using a Luc reporter. H1299 p53-A138V BP100-luciferase reporter, luminescence, 24 h. Potency, µM (doses to about 92.2 µM), inactives show at the top dose activity change, positive = activation, hits mostly activators. 320,000 tested, 0.063% active. AID 504706, 2011; also: potency is read from the fitted curve at half-maximal effect; % of control where 0% means no effect; nearly all actives have a fitted effect of over 45% in size
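p53-null H1299 cells stably carrying temperature-sensitive p53-A138V and a BP100-luciferase reporter were pinned with compounds (4-point, 1:5 series) and held 24 hrs at 37 deg C. Luminescence was read 10 min after detection reagent.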
ASM inhibitor: Inhibitors of Secretory Acid Sphingomyelinase (S-ASM): qHTS; Potency, µM (series often up to 57.5 µM), for the others: top-dose activity change, negative = inhibition, hits mostly inhibitors; Sphingomyelin phosphodiesterase (Homo sapiens), P17405; 340,000 tested, 0.006% active; placental ASM, HMU-PC fluorogenic substrate, 60 min; AID 504937, 2011; also: potency is read from the fitted curve at half-maximal effect
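Fluorogenic HMU-PC substrate (9 uM final) is turned over by placental ASM in 60 min at 37 C after a 10 min compound preincubation. Reaction ended by alkaline stop (pH 10), with fluorescence read at 386/447 nm.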
Eya2 inh: qHTS Assay for Inhibitors of the Phosphatase Activity of Eya2; Protein phosphatase EYA2 (Homo sapiens), O00167; recombinant Eya2, OMFP fluorescence dephosphorylation (OMFP is methylfluorescein phosphate); Potency, µM (titrated, usually from 76.9 µM), inactives show top-dose activity, negative = inhibition, hits mostly inhibitors; 330,000 tested, 0.006% active; also: potency is read from the fitted curve at half-maximal effect; % is scaled to controls: 0 for no effect and ±100 for the full control effect
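Eya2 protein (added as 0.2 uM solution) was preincubated with compound for 10 min at ambient temperature in 50 mM HEPES pH 7.5, 50 mM NaCl, 5 uM MgCl2, 0.05% BSA, 1 mM DTT. OMFP (added at 50 uM) then reacted 10 min; fluorescence read at 485/525 nm.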
USP2a block: qHTS Assay for Inhibitors of Ubiquitin-specific Protease USP2a Using CHOP2 as the Reporter. 330,000 tested, 0.01% active. Ubiquitin carboxyl-terminal hydrolase 2 (Homo sapiens), O75604. Potency, µM (series often up to 38.3 µM), inactives show at the top dose activity change, negative = inhibition, usual class: inhibitors. USP2 core, Ub-CHOP2 coupled fluorogenic reporter, 485/531;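 also: potency is read from the fitted curve at half-maximal effect; plate controls were DMSO wells for no effect and full inhibition by NEM control for full effect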
Target sequence (O75604 whole entry, looked up): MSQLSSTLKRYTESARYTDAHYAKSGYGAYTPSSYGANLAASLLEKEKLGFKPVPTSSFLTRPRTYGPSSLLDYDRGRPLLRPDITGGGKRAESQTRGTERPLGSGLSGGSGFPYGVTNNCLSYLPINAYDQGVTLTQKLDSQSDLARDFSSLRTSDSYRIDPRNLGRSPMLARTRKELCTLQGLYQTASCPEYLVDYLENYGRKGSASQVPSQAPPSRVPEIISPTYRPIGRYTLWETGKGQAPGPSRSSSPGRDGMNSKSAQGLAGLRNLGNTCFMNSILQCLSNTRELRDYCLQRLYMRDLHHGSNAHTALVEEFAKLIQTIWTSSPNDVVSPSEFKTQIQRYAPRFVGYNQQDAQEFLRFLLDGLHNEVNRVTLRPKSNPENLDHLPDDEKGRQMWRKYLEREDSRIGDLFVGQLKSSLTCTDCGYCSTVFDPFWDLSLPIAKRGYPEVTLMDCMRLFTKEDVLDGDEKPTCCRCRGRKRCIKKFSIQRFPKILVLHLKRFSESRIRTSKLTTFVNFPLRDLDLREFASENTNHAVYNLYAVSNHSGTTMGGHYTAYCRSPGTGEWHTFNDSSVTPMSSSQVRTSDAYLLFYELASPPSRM
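Deubiquitinase activity read as fluorescence (485/531 nm) after Ub-CHOP2 cleavage activates the enterokinase reporter on its substrate; USP2 core 10nM, Ub-CHOP2 and substrate 25nM each, 30min compound preincubation then 60min RT; data normalized to NEM, curves fitted.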
uPA generation: qHTS for Inhibitors of Cell Surface uPA Generation; cell surface uPA generation assay, qHTS; Potency, µM (doses to about 38.3 µM), for the others: at the highest dose activity change, negative = inhibition, hits mostly inhibitors; 330,000 tested, 0.31% active; AID 540303, 2011; active = well fitted inhibition curve with a large enough effect; inconclusive = small, poorly fitted or top-dose-only effect; inactive = no such curve, though single readings can be large or run the other way; tested in mouse RAW 264.7 cells; also: potency is read from the fitted curve at half-maximal effect; % is scaled to controls: 0 for no effect and ±100 for the full control effect; nearly all actives have a fitted effect of over 55% in size
a7 integrin act: qHTS for Activators of Integrin-Mediated Alleviation for Muscular Dystrophy; alpha7betagal myoblasts, beta-gal FDG fluorescence, 48 h; Potency, µM (highest dose often 38.3 µM), without a hit: top-dose activation, actives largely listed as activators; 350,000 tested, 0.064% active; AID 624291, 2012;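 also: potency is read from the fitted curve at half-maximal effect; 100% = response of the positive control SU9516; nearly all actives have a fitted effect of over 60% in size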
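alpha7betagal+/- myoblasts (passage 13, 250/well) treated 48 h at 37C with compounds at 1:260 dilution of DMSO stock. Lysed, then beta-galactosidase activity read as FDG fluorescence (ex 480/em 540) after 30 min, with pre-read for autofluorescence.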
* = called active by the depositor; ? = inconclusive; nt = no result given; [ ] = remark or other dose. Unless noted, calls follow the shape of the dose curve; as a rule, active = well fitted curve in the direction sought with a large enough effect; inconclusive = small, poorly fitted or top-dose-only effect, or another doubt; inactive = no such curve, though single readings can be large; an effect the other way counts as inactive or inconclusive.

SMILES	B2AR arrestin	BRCA1 expr act	TRPV1 ag	ELG1 genotox	PTAP TSG101 blk	p53 reactivation	ASM inhibitor	Eya2 inh	USP2a block	uPA generation	a7 integrin act
CC(CCc1ccccc1)NC(=O)C(=O)NCc1ccccc1 (configuration not stated)	5.9%	2.1%	2.7	7.3%	-3.5%	-0.5%	0.3%	-1.5%	1.3%	-4.3%	18.2%
CCC(C)[C@H](NC(=O)OC(C)(C)C)C(=O)N/N=C/c1ccc2nccnc2c1 (some centres not stated)	0.0%	16.8%	0.6	-2.8%	-1.5%	5.0%	-0.8%	4.6%	2.7%	nt	-0.4%
Cc1cnc(C(=O)Oc2ccc(-c3ccccc3)cc2)cn1	-0.1%	26.3%	-6.3	6.0%	-1.0%	7.8%	7.1%	-5.3%	4.4%	-4.0%	10.5%
CC(C)n1nccc1N(Cc1ccc(Br)cc1)S(=O)(=O)c1ccccc1	-0.3%	-63.6%	22.0	-14.9%	3.0%	-0.4%	-25.1%	2.1%	-10.9%	nt	0.0%
Cc1cc(OCC(=O)NCc2nc(-c3ccccc3)no2)c(C)cc1Br	0.6%	14.6%	1.4	-0.7%	-3.4%	6.4%	-1.8%	15.8%	0.9%	1.0%	11.0%
O=C1CCC/C=C\C[C@@H](CC(=O)N(CCO)Cc2ccccc2)C(=O)N[C@H](c2ccccc2)CO1	0.4%	-7.2%	nt	0.2%	-0.5%	-2.1%	2.3%	3.7%	2.9%	7.3%	16.7%
CCCCCn1c(CN(C)Cc2ccccc2)nc2c1c(=O)n(C)c(=O)n2C	0.1%	-54.2%	0.0	-12.4%	-5.0%	-11.8%	-1.6%	-17.1%	1.6%	nt	-48.4%[inhibitor]
Cc1ccc(C2CC(=O)Nc3c2ccc2ccccc32)cc1[N+](=O)[O-] (configuration not stated)	-1.5%	-53.3%	23.2	-0.9%	0.7%	-2.8%	-5.4%	1.0%	-5.4%	-6.9%	5.2%
Nc1ccccc1C(=O)NCCCN1CCOCC1	-1.0%	25.2%	-2.4	1.8%	-0.7%	-1.9%	14.6%	-4.4%	0.8%	0.1%	0.0%
COC(=O)CSc1nc(C)c(C(=O)Nc2ccccc2C)c(-c2ccc(Cl)cc2)c1C#N	-0.4%	-22.8%	20.0	-1.7%	0.3%	?	25.1%	-4.0%	-1.0%	-5.4%	9.3%
Cc1cc([N+](=O)[O-])ccc1NC(=O)C(C)[n+]1ccccc1 (configuration not stated)	0.5%	-12.0%	-0.4	-2.2%	-2.5%	4.6%	-0.2%	-8.8%	-1.1%	3.5%	-23.8%
COC(=O)c1cc(S(=O)(=O)N2CCN(c3cc(C)ccc3C)CC2)c[nH]1	-1.0%	-21.5%	24.6	0.0%	-7.4%	nt	-4.2%	-11.0%	0.8%	11.7%	9.2%
COCCNC(=O)/C(C#N)=C/c1cc(Br)c(O)c(OC)c1	0.0%	16.5%	-0.4	-0.7%	11.2%	-1.1%	3.3%	-8.1%	-1.1%	1.9%	-5.5%
CCCNC(=O)CS(=O)Cc1nc(-c2ccc(OC)cc2)oc1C (configuration not stated)	0.4%	-1.8%	-2.6	0.2%	-3.1%	-0.8%	1.2%	-6.3%	3.1%	-1.3%	-8.9%
COc1ccc(/C=C/CN2CCN(Cc3ccc(F)cc3)C(CCO)C2)cc1 (configuration not stated)	-0.2%	-25.9%	0.3	-4.5%	-1.7%	-1.8%	1.8%	1.6%	-1.3%	-12.5%	-11.6%
COc1cc(/C=C2\SC(=O)N(Cc3ccc(Cl)cc3)C2=O)cc([N+](=O)[O-])c1O	0.0%	-74.8%	-1.0	-16.2%	-17.8%	2.2%	-13.7%	12.5%	-0.5%	7.8%	10.7%
CC(C)Cn1c(SCC(=O)NC2CCCc3ccccc32)nc(O)cc1=O (configuration not stated)	-0.7%	0.0%	0.0	-3.7%	-7.0%	0.9%	-2.8%	-3.7%	2.1%	5.1%	8.3%
COc1ccc(C2CC(c3ccccc3)Nc3nc(N)nn32)cc1 (configuration not stated)	-0.9%	4.0%	-1.8	1.2%	-2.5%	-0.5%	3.3%	0.8%	1.6%	3.2%	-2.8%
COc1cccc(C(CC(=O)NCCN2CCOCC2)NS(=O)(=O)c2ccc(C)cc2)c1OC (configuration not stated)	-0.2%	27.6%	-0.8	-1.2%	0.6%	2.6%	-0.2%	21.9%	1.0%	1.0%	4.1%
CCCNC(=O)c1nn2c(C(F)(F)F)cc(-c3ccccc3)nc2c1Cl	-0.1%	-7.5%	-3.1	-3.9%	1.7%	nt	27.6%	-5.4%	3.0%	-1.4%	-2.8%
COc1ccccc1C=NNc1ccc([N+](=O)[O-])cn1	nt	-6.9%	nt	nt	-1.7%	nt	4.2%	nt	nt	-2.1%	19.3%
N#Cc1c[nH]n2c(=O)cc(Cc3ccccc3)nc12	0.2%	3.1%	1.1	-3.7%	-6.9%	12.9%	0.5%	?	0.8%	10.3%	12.0%
Cc1ccc(S(=O)(=O)N(Cc2ccc(F)cc2)Cc2ccco2)cc1	nt	-28.3%	26.3	nt	-5.0%	nt	1.1%	nt	nt	8.7%	6.4%
O=C(Cn1nc(C(=O)O)c2ccccc2c1=O)NCC1CCCO1 (configuration not stated)	0.2%	-12.7%	2.7	-0.7%	-4.1%	10.4%	7.3%	-4.6%	-0.3%	5.9%	23.2%
O=C(Nc1ccc2nc(C3CC3)n(Cc3ccccc3)c(=O)c2c1)C1CC1	0.3%	113.5%	-1.1	?	-2.7%	10.5%	-2.8%	-16.0%	3.0%	0.4%	24.1%
N#Cc1c(Nc2ccc(Cl)cc2)s[nH]c1=O	-0.1%	-2.5%	-0.1	0.4%	-5.6%	?	5.7%	-7.5%	?	-1.9%	-44.8%
CCN1CCN(CCc2nc3cc(NC(=O)COc4ccccc4)ccc3n2C)CC1	0.2%	16.9%	0.6	3.8%	-5.2%	10.1%	-0.1%	-21.7%	1.8%	-6.6%	-8.0%
COc1ccccc1CP(=O)(c1ccccc1)c1ccccc1	-0.9%	-12.3%	5.2	-4.5%	-2.3%	-11.2%	3.2%	2.7%	1.6%	3.9%	14.7%
O=C(N/N=C/c1cc([N+](=O)[O-])ccc1O)C(O)(c1ccccc1)c1ccccc1	0.0%	-65.5%	-0.4	12.8%	-1.4%	29.1%	-12.8%	3.8%	-7.4%	1.5%	-6.2%
CC1=CN2C(=NC(=O)CC2(C)C(=O)N(CC(=O)NC2CCCC2)c2ccccc2C)C=C1 (configuration not stated)	3.7%	7.3%	-1.5	-1.5%	-4.8%	-2.6%	207.9%[activator]	-25.2%	2.9%	0.9%	-10.5%
Cc1cc(C)nc(N2CCCC(C(=O)Nc3ccc(F)cc3)C2)n1 (configuration not stated)	0.0%	-19.1%	?	-6.1%	0.6%	-0.4%	-0.7%	1.6%	-0.3%	1.1%	2.6%
O=C(N/N=C/c1ccccc1F)NC1CCCCC1	0.4%	?	10.3	?	-1.3%	?	1.5%	7.1%	3.3%	8.5%	-12.0%
N[C@@H](CCC(=O)N[C@@H](CSN=O)C(=O)NCC(=O)O)C(=O)O	-0.3%	2.8%	0.1	-6.5%	-5.7%	2.9%	1.1%	7.7%	2.5%	12.2%	nt
COc1ccc2c(c1)c(=O)oc1cc(OCC(=O)N3CCCC(C)C3)ccc12 (configuration not stated)	-0.3%	-1.0%	-3.6	-6.8%	-1.7%	-11.5%	229.1%[activator]	?	-3.7%	-6.6%	4.5%
Cc1ccccc1N(CC(=O)NC1CCCC1)C(=O)c1csnn1	-0.3%	10.3%	4.5	2.7%	1.3%	2.8%	7.6%	1.8%	2.2%	nt	-4.0%
